High-throughput results as filed in PubChem BioAssay.
LRH-1 inv ag: LRH-1 (NR5A2) inverse agonists, primary screen, cell-based, luminescence, HEK293T, StAR-luciferase reporter; Nuclear receptor subfamily 5 group A member 2 (Homo sapiens), O00482; LRH-1 transfected, 24 h; hit rate 0.13% among 360,000; AID 602396, 2012; inhibition, % at 3.6 µM;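 active means inhibition above the mean inhibition of all tested compounds plus 3 SD, cut at about 73% in these data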;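 further: 0% = DMSO wells and 100% = reporter-only cells lacking LRH-1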
SRC3 inh: SRC3 coactivator transcriptional activity inhibitors, primary screen, cell-based, luminescence; AID 588352, 2011; HEK293 GAL4-SRC3 luciferase reporter; hit rate 0.17% among 360,000; inhibition, % at 3.6 µM;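 active means inhibition above a per-campaign cutoff, the mean of all compounds plus 3 SD, cut at about 60% in these data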;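 further: 0% = DMSO-treated cells and 100% = gossypol-treated cells at 36 µM; higher means less SRC3-driven luciferase light from the GAL4 reporter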
Target sequence (Q9Y6Q9 whole entry, looked up, the tested form may be a part): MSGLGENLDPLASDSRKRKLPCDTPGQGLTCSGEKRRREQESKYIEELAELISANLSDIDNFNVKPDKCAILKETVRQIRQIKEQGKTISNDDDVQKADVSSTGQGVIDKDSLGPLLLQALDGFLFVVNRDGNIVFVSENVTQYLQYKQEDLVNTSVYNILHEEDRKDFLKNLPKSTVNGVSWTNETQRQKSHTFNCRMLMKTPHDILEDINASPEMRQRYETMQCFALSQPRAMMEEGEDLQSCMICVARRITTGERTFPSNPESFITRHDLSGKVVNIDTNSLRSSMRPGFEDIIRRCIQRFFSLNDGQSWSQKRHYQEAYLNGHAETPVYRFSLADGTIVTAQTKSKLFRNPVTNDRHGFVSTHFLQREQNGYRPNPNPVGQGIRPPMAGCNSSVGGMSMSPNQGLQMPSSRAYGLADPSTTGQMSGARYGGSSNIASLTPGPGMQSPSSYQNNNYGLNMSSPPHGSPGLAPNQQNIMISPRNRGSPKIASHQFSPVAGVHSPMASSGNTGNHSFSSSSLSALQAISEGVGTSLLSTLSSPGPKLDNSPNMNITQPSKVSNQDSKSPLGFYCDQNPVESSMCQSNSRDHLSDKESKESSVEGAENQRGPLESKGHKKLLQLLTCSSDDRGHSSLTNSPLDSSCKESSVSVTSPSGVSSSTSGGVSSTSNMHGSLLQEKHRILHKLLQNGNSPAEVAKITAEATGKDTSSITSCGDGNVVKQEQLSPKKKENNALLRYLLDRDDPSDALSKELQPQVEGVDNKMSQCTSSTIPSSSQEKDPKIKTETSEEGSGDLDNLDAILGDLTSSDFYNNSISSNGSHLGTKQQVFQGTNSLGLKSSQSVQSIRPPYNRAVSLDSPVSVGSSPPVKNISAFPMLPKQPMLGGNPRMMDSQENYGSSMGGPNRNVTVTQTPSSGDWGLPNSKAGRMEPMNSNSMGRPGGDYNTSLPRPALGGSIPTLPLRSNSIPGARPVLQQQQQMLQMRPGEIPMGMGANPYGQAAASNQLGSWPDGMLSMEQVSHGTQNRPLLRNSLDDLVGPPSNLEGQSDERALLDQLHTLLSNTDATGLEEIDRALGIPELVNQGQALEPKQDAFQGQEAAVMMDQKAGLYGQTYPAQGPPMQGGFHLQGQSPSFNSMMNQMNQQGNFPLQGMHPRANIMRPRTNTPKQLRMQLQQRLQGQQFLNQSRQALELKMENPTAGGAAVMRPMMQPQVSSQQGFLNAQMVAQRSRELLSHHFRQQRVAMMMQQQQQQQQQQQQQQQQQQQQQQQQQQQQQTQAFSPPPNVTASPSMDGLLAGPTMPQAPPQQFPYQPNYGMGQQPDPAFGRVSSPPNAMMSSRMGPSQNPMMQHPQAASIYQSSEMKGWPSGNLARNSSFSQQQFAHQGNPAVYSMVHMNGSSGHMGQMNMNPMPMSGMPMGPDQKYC
NCOA1 inh: SRC1 coactivator transcriptional activity inhibitors, primary screen, cell-based, luminescence | inhibition, % at 3.6 µM | HEK293 GAL4-SRC1 luciferase reporter | hit rate 0.12% among 360,000 | AID 588354, 2011;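 active means inhibition above the campaign mean plus 3 SD, with each screening campaign given its own cutoff, cut at about 60% in these data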;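 further: 0% = DMSO treated cells and 100% = gossypol at 36 µM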
TLR9-MyD88 inh: inhibitors of TLR9-MyD88 association in cells, primary screen, cell-based, CHO, BLA complementation, fluorescence; CCF4 FRET ratio; inhibition, % at 4.98 µM; hit rate 0.21% among 340,000; AID 504734, 2011;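 active means inhibition above the mean over all tested compounds plus 3 SD, cut at about 21% in these data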;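 further: 0% = DMSO only wells and 100% = clavulanate BLA inhibitor control wells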
EBV LMP1 NFkB: EBV LMP1-driven NF-kappaB luciferase reporter inhibitors, primary screen, cell-based, luminescence, single point; AID 504558, 2011; hit rate 0.69% among 350,000; LMP1-induced NF-kappaB luciferase reporter cells; inhibition, % at 12.5 µM; in the data active means inhibition above about 41%;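 further: 0% = neutral control wells and 100% = reference inhibitor control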
C8 TRAIL sens: viability loss with TRAIL in NB7+C8 cells, primary screen, TRAIL sensitizer project, cell-based, ATPlite luminescence. inhibition (viability loss, TRAIL sensitization), % at 10 µM. hit rate 1% among 360,000. AID 624354, 2012;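 active means compounds causing at least 50% loss of cell viability in the single-dose screen, relative to plate controls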
NOD2-RIPK2 inh: NOD2-RIPK2 binding disruptors in cells, primary screen, fluorescence, CHO cells, BLA complementation; AID 624267, 2012; inhibition, % at 4.98 µM; hit rate 0.38% among 360,000; Receptor-interacting serine/threonine-protein kinase 2 (Homo sapiens), O43353; CCF4 ratio; in the data active means inhibition above about 21%;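 further: 0% = vehicle only and 100% = reference blocker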
SRC2 inh: inhibition of GAL4-SRC2 driven luciferase reporter, primary screen, SRC2 inhibitor project, cell-based, luminescence. Nuclear receptor coactivator 2 (Homo sapiens), Q15596. HEK293 GAL4-SRC2 luciferase reporter. inhibition, % at 9 µM. hit rate 0.17% among 370,000;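 active means inhibition above the mean inhibition of all tested compounds plus 3 SD, set per campaign, cut at about 52% in these data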;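 further: 0% = DMSO treated cells and 100% = cells given Gossypol at 36 µM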
COUP-TFII inh: NR2F2 transcriptional activity inhibitors, primary screen, cell-based, luciferase reporter, HEK293T, luminescence | hit rate 0.7% among 370,000 | COUP transcription factor 2 (Homo sapiens), P24468 | inhibition, % at 8.6 µM | AID 686940, 2013 | HEK293T NGFI-A luciferase reporter;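 active means inhibition above a per-plate cutoff, mean inhibition of test wells between control levels plus 3 SD, cut at about 38% in these data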;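 further: cells cotransfected with COUP-TFII expression vector driving the NGFI-A reporter; 0% = median of COUP-TF2 test wells and 100% = reporter-only cells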
TROY NFkB inh: inhibitors of TROY-driven NF-kB signaling, primary screen, Q293 LMP1-TROYcd cells, NF-kB luciferase, uHTS. hit rate 0.98% among 360,000. Q293 LMP1-TROYcd NF-kB luciferase reporter, 4 h. inhibition, % at 10 µM;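 active means compounds whose plate-normalised and pattern-corrected inhibition of the luciferase reporter signal at the single screening dose is 50% or more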
Vif inh: HIV Vif self-association inhibitors, primary screen, imaging, HEK293T, single point. HEK293T cells, Vif self-association by quenched fluorescence, 24 h. inhibition, % at 7.49 µM. hit rate 0.35% among 340,000. AID 602346, 2012; in the data active means inhibition above about 50%, passing the limit was not always enough; further: some results filed as inactive read as strong as hits
* = called active by the depositor; / = not tested or not shown. Some of the compounds tested; count on the stated rates, not on these rows.

Compound	LRH-1 inv ag	SRC3 inh	NCOA1 inh	TLR9-MyD88 inh	EBV LMP1 NFkB	C8 TRAIL sens	NOD2-RIPK2 inh	SRC2 inh	COUP-TFII inh	TROY NFkB inh	Vif inh
Cc1ccc(CNC(=O)CCc2ccc(S(=O)(=O)NCC(C)C)cc2)cc1	12	13	7	-11	10	-10	-8	-9	28	-1	-6
CCN(CC)S(=O)(=O)c1ccc(-c2nnc(SCC(=O)Nc3nnc(C)s3)n2CC)cc1	13	20	5	2	-1	6	0	-23	7	-13	-4
CCOC(=O)c1c(NC(=O)Cn2nc(C(F)(F)F)cc2C)sc(C)c1C	0	-5	13	0	3	1	-21	-2	1	5	-14
O=C1CN(C(=O)COC(=O)c2cccnc2Cl)c2ccccc2N1	-13	5	-22	-5	-3	7	1	-13	-7	-1	-1
O=C(OCn1nnc2ccccc2c1=O)c1ccc(F)c(S(=O)(=O)N2CCOCC2)c1	-13	5	13	0	-3	-4	-3	-23	7	-5	7
Cc1ccc(NC(=O)CN(C)C(C)C(=O)N2CC(C)CC(C)C2)cc1 (centres undefined)	9	-1	-5	-6	-2	-10	-6	-11	0	-21	-1
CCCCNS(=O)(=O)c1ccc(NC(=O)Cc2ccccc2[N+](=O)[O-])cc1	8	13	-1	9	-3	2	-6	18	-2	2	0
O=C(O)c1ccc(NN=Cc2cc(=O)[nH]c(=O)[nH]2)cc1	-20	-20	-5	4	1	-14	-7	-22	-5	15	18
COC(=O)c1c(C(C)=O)c(C)n(C)c1C	-2	27	6	0	2	-8	0	-9	16	1	4
Cc1nn(CC(=O)NCCCN2CCCC2=O)c(C)c1[N+](=O)[O-]	20	-15	-3	/	/	-11	0	-54	3	-3	24
CCOc1ccc(NC(=O)CN(C)C(=O)CC(NC(=O)c2ccccc2)c2ccccc2)cc1OCC (centres undefined)	5	12	-19	12	7	5	-7	-6	-4	0	-16
Cn1c(C(=O)NCCc2c[nH]c3ccccc23)cc2sccc21	-79	-48	-63	6	-54	4	-8	-65	-46	-43	-2
CCCc1nc2ccccc2c(=O)n1/N=C/c1ccc(O)c(O)c1	8	4	3	2	-5	12	-12	-1	2	-13	13
COc1ccc(CNC(=O)CCNC(=O)N2CC(=O)Nc3ccccc32)cc1	7	-6	-9	1	12	-8	-2	3	-14	-13	3
Cc1cc(C)n(-c2ccc(C(=O)Oc3ccc4c(c3)OCO4)cc2)n1	8	-10	4	-3	4	-8	-1	-30	-3	-25	1
Cc1sc(NC(=O)c2cccs2)nc1-c1ccccc1	-119	-47	-54	-6	-43	9	-5	-54	-52	-6	-4
COc1ccc(CCNC(=O)C2CCCN(c3nc(C)cc(C)n3)C2)cc1 (centres undefined)	0	3	2	-4	-9	-1	-71	-4	-6	2	8
Nn1c(SCC(=O)Nc2ccccc2F)nnc1C1CCCCC1	15	18	2	5	-9	-16	1	-25	-4	-7	4
O=C(CN1C(=O)c2ccccc2S1(=O)=O)N1CCN(c2ccccc2)CC1	-14	19	-3	-2	8	17	-6	/	/	-20	4
CCN(N=O)c1ccc(C=C2C=Cc3ccccc32)cc1	-164	-99	-113	0	-43	13	3	-61	-47	38	-12
O=C(CNC(=O)c1cccc(Cl)c1)N/N=C/c1cccnc1	-28	19	7	-2	-4	4	-1	-13	13	-40	-1
Cc1ccccc1NC(=S)Nc1cccc([N+](=O)[O-])c1	-22	-15	13	-10	0	1	-7	-17	-9	-37	6
Cc1ccc(S(=O)(=O)N(C)c2c(C)ccc(S(=O)(=O)NC(C)(C)C)c2C)cc1	18	12	5	/	-12	26	-6	10	-7	-11	1
CC(=O)Nc1ccc(NC(=O)c2ccco2)cc1	-52	-10	-69	-6	-2	5	1	-23	-23	-12	-2
O=C(N/N=C\c1cccnc1)C1c2ccccc2Oc2ccccc21	0	-11	1	5	4	-7	2	6	-11	-10	-11
O=C(NCc1ccco1)C(C(=O)c1ccc(F)cc1)n1ccccc1=O (centres undefined)	-6	11	-3	-1	-2	10	-13	24	-11	-1	-3
CCOC(=O)C1CCCN(CCC(C)c2ccccc2)C1 (centres undefined)	1	-22	-1	-13	8	6	1	-1	-1	-6	7
Cc1ccc(/C=N/NC(=O)c2ccc(-n3cccc3)cc2)o1	-16	-16	9	-9	7	1	-1	-21	4	-18	-8
Cc1c(NC(=O)C2CCN(S(=O)(=O)c3ccccc3)CC2)c(=O)n(-c2ccccc2)n1C	-11	-9	3	1	-10	5	-4	1	-5	2	-2
COc1cccc(OCC(=O)Nc2ccc(OC)c(OC)c2)c1	2	0	-3	2	3	-1	-4	-30	13	12	3
Cc1ccc(NC(=O)[C@@H](NC(=O)c2cccc(S(=O)(=O)N3CCOCC3)c2)C(C)C)cc1C	-5	3	1	-2	-3	-5	2	-1	-12	17	-1
CCOc1ccc(C(=O)COC(=O)Cn2[nH]c(=O)c3ccccc3c2=O)cc1	-10	0	-11	3	10	-2	-3	-40	-11	-10	/
S=C(Nc1cccc(Cl)c1)N(CCCN1CCCC1)Cc1cccn1Cc1ccc(Cl)cc1	-7	9	-1	-2	-3	36	1	-3	23	10	7
CC(C)(C)OC(=O)N(CCc1ccccc1)Cc1cccc(OCc2cccc(NC(=O)C3CCCC3)c2)c1	7	-23	13	-11	-13	-1	4	-30	24	9	-6
O=c1[nH]c(CSc2nnnn2-c2ccccc2)nc2ccccc12	7	-3	-10	3	1	17	8	-13	3	9	22
CN(C)C(CNC(=O)C1CCN(S(=O)(=O)c2cccc(Cl)c2Cl)CC1)c1ccccc1 (centres undefined)	2	-4	14	-19	0	-8	-7	19	18	-8	-1
C=CCn1c(SCCN2C(=O)c3ccccc3C2=O)nc2scc(-c3ccccc3)c2c1=O	-3	-12	-7	-6	-8	12	2	/	/	2	-2
NC(=O)CSc1nnc(-c2ccncc2)n1CCc1ccccc1	5	7	-17	-10	6	-13	2	-7	0	5	-2
COCC(=O)N=Nc1c(O)[nH]c2ccccc12	11	22	-5	2	-49	-3	2	-36	0	-8	5
CCOC(=O)CC(NC(=O)c1cc2cccc(OC)c2oc1=O)c1cccc([N+](=O)[O-])c1 (centres undefined)	-22	-1	7	-13	-3	1	-5	-5	17	-11	-3
CC(=O)c1ccc(-n2c(-c3cc(-c4ccsc4)n[nH]3)n[nH]c2=S)cc1	13	6	-1	-5	9	25	-1	-36	11	11	-7
O=S(=O)(NC1CC2CCC1C2)c1ccc(Br)cc1 (centres undefined)	-13	10	17	3	3	-4	-5	3	-1	-3	8
Cc1cc(C(=O)Nc2cccc(-c3ccc(N4CCOCC4)nn3)c2)ccc1[N+](=O)[O-]	-65	-44	-28	-4	-3	51*	1	-29	-51	-40	-16
CC(C)n1cc(CNC(=O)C2CCC(=O)N(Cc3ccccc3F)C2)cn1 (centres undefined)	-6	18	-17	-4	-16	-32	-5	12	1	-2	-3
O=c1c2c(-c3ccc(Cl)cc3)csc2ncn1/N=C/c1cccc([N+](=O)[O-])c1O	14	-28	7	5	0	3	10	-3	7	17	15
O=C(Nc1ccc(F)cc1F)N1CCN(C/C=C/c2ccccc2)CC1	-15	10	3	9	-9	-20	-4	17	1	2	15
CCOCCCNC(=O)C(NC(=O)CC1NC(=O)NC1=O)c1ccc(Cl)cc1 (centres undefined)	-8	-7	6	-10	2	-9	-11	2	1	11	/
CC1(C(=O)NS(=O)(=O)c2ccccc2C(F)(F)F)CCN1C(=O)CCc1cccs1 (centres undefined)	-11	8	13	/	/	-23	-4	6	-23	3	-11
Cc1ccccc1-c1nc(CN2CCC(C(=O)NCCC3=CCCCC3)CC2)c(C)o1	-3	-1	-22	-20	-7	-4	4	-5	-3	9	-14
O=C1C=C(N2CCOCC2)c2ccccc2C1=O	25	14	16	-2	12	93*	-2	32	10	12	-1
CCOC(=O)c1c(NC(=O)C2c3ccccc3Oc3ccccc32)sc(C(C)=O)c1C	-10	13	-8	-3	-1	6	2	-7	-3	24	-5
Cc1ccc(NC(=O)CN2C(=O)S/C(=C\c3cccn3-c3cccc(C(=O)O)c3)C2=O)cc1C	-6	-3	-12	-4	-3	-1	-4	-4	5	20	-5
O=C(O)c1cc(NS(=O)(=O)c2cccs2)cc(NS(=O)(=O)c2cccs2)c1	-16	5	-1	-12	0	2	-11	11	6	3	6
COc1ccccc1NC(=O)c1sc2ncn(Cc3cccc4ccccc34)c(=O)c2c1C	6	2	-3	14	2	-6	-3	15	-4	7	25
CC(NC(=O)COC(=O)c1ccc(CO)cc1)C1CC2CCC1C2 (centres undefined)	4	10	-7	-6	-6	11	3	-3	3	9	30
O=c1[nH]c2cc3c(cc2cc1CN(CCN1CCOCC1)C(=S)NCC1CCCO1)OCO3 (centres undefined)	-2	5	-15	0	12	-10	-3	-18	-6	20	1

The listing continues.
Compound	LRH-1 inv ag	SRC3 inh	NCOA1 inh	TLR9-MyD88 inh	EBV LMP1 NFkB	C8 TRAIL sens	NOD2-RIPK2 inh	SRC2 inh	COUP-TFII inh	TROY NFkB inh	Vif inh
Cc1ccc(OC(=O)c2cc3ccccc3o2)cc1	3	-14	1	-2	-8	7	-9	-2	10	-24	5
N#CCCN(C(=S)Nc1ccc(S(=O)(=O)N2CCOCC2)cc1)c1ccccc1F	-10	-10	-11	4	1	10	-17	9	-2	1	3
Cc1cc(Cl)ccc1NC(=O)NC1CCN(S(=O)(=O)c2ccc(F)cc2)CC1	-8	9	6	-6	0	6	4	-5	20	4	/
C=CCN(CC=C)C(=O)c1ccc2nc(Cc3ccc(OC)c(OC)c3)oc2c1	1	-2	-1	5	14	6	11	4	35	-14	-31
COc1ccc(C)cc1Nc1ccc(C(=O)O)cc1[N+](=O)[O-]	-2	6	-14	-2	3	-14	-10	-8	-15	-5	-7
CN1CCc2c(sc(/N=C/c3c[nH]c4ccccc34)c2C#N)C1	31	-28	-48	/	/	17	-6	-28	-7	-2	25
CC(NC(=O)COC(=O)c1nc(Cl)ccc1Cl)c1ccccc1 (centres undefined)	-5	7	-5	-14	2	0	-3	2	9	18	6
CC(NC(=O)c1ccc(Br)cc1)c1ccccc1 (centres undefined)	1	14	-1	5	7	1	-2	-18	-8	0	-2
